Source: PubChem
CSN inh: blocks human CSN-mediated cullin deneddylation | actives 0.38% (n = 360,000) | inhibition, % at 12.5 µM | Purified CSN, SCF-Nedd8-OG deneddylation, fluorescence polarization;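 active = pattern-corrected inhibition above about 35%, with an unprinted fluorescence ratio check between 0.5 and 1.5, limit read from the data, passing the limit was not always enough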;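 note: 0% = enzyme with substrate and 100% = substrate without enzyme; some results filed as inactive read as strong as hits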
Target sequence (Q92905 whole entry, looked up, one chain of several): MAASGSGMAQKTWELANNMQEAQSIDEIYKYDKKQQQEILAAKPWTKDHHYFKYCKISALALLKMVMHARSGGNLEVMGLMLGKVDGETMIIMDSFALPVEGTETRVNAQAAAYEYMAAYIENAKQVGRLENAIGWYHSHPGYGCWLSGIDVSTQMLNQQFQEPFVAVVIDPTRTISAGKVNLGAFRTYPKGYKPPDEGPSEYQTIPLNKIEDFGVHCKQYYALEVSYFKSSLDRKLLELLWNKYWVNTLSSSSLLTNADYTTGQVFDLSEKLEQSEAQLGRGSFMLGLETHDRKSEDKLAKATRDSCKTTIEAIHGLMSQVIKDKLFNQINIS
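Test system: Human Csn5 produced in HEK293T cells | Compound: 12.5 µM single point | Times: 90 min, room temperature | Signal: Fluorescence polarization readout | Read-out basis: % inhibition of substrate cleavage by Csn5 | Controls: no-enzyme wells high, enzyme-with-substrate wells low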
SUMO1 PPI mod: modulators of human SUMO1-mediated protein-protein interactions. SUMO1 binding to a labelled peptide, TR-FRET, 1 h. inhibition, % at 20 µM. actives 0.33% (n = 360,000). P63165; in the data active = inhibition above about 37%
Target sequence (P63165 whole entry, looked up): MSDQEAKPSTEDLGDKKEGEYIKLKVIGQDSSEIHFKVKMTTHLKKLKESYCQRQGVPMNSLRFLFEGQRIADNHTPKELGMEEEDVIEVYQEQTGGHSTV
Scp1 inh: inhibitors of human Scp-1 phosphatase | Q9GZU7 | Recombinant Scp1, phosphopeptide, malachite green phosphate absorbance | inhibition, % at 20 µM | actives 0.88% (n = 340,000);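 active = inhibition above about 50% at 20 µM, limit read from the data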;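 note: plate controls were DMSO wells with enzyme for no effect and wells lacking enzyme for full effect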
Target sequence (Q9GZU7 76-261 limits assumed): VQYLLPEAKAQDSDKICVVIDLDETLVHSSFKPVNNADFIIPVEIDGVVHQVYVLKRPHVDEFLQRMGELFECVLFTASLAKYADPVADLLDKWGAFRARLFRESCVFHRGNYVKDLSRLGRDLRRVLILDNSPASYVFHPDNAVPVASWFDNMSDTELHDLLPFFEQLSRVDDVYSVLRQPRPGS
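Times: enzyme reaction 45 min at room temperature, colour 5 min, stabilisation 30 min. Material: SCP-1 catalytic fragment, aa 76-261. Medium: Acidic Tris acetate buffer with magnesium and detergent. Signal: colorimetric free-phosphate detection, absorbance 630 nm. Read-out basis: % inhibition of SCP-1 phosphate liberation. Reagent: Phosphorylated 17-residue peptide substrate.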
Rpn11 inh: blocks the human proteasome subunit Rpn11; actives 0.59% (n = 360,000); AID 588493; calls only at 20 µM; O00487; human 26S proteasome, Ub4-pepOG fluorescence polarization; 20S core pre-blocked with epoxomicin;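 active = inhibition at 20 µM, scaled to each plate's controls, above about 33%, limit read from the data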
Target sequence (O00487 whole entry, looked up): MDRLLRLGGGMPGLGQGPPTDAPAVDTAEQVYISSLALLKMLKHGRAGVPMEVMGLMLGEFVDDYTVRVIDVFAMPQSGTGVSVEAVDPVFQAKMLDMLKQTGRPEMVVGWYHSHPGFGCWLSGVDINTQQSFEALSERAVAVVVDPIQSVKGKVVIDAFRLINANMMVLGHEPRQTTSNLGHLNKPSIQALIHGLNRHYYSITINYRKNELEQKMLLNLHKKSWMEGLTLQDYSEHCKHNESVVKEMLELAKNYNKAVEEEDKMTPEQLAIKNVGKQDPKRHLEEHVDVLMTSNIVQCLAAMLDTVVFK
LMPTP block: blocks human LMPTP phosphatase | P24666 | recombinant LMPTP-A, OMFP fluorogenic substrate, fluorescence intensity | inhibition, % at 20 µM | actives 0.22% (n = 360,000) | AID 651560;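 active = compounds that cut the enzyme signal by at least half of the control window in the single-dose screen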;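 note: plate controls were DMSO wells with enzyme plus substrate for no effect and substrate without enzyme for full effect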
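Assay system: LMPTP-A enzyme. Input: 0.625 nM LMPTP-A final. Probe or stimulus: 400 µM OMFP. Compound dosing: single 20 µM dose. Schedule: 50 min dark incubation at room temperature. Detection: fluorescence intensity of OMFP turnover product. Read-out: percent inhibition versus substrate-only and uninhibited controls. Benchmarks: no-enzyme low control, uninhibited high control.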
DNMT1 inh: DNMT1 (human) enzyme inhibition | actives 0.83% (n = 360,000) | P26358 | inhibition (reported as % activation of signal), % at 10 µM | DNMT1 molecular beacon, Hinp1I cleavage, fluorescence; in the data active = inhibition above about 50%
STEP inh: inhibitors of human striatal-enriched phosphatase STEP; recombinant STEP, OMFP fluorogenic substrate, fluorescence; AID 588621; P54829; actives 0.25% (n = 360,000); inhibition, % at 20 µM;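 active = inhibition at 20 µM, scaled per plate between control wells, above about 37%, limit read from the data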;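 note: 0% = DMSO with enzyme and substrate and 100% = substrate only without enzyme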
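medium = Bis-Tris buffer pH 6.0, 2.5 mM DTT, 0.005% Tween 20 | test system = STEP (striatal-enriched tyrosine phosphatase) enzyme, cell-free | measure = normalized % inhibition | compound dosing = 20 µM, 1% DMSO | also added = 25 µM OMFP | schedule = reaction 20 min, ambient temperature | measured by = fluorescence read at 480 nm ex / 540 nm em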
Rin1 Abl inh: blocks binding of human Rin1 to Abl; TR-FRET Rin1/Abl binding, biochemical; P00519+Q13671; actives 0.4% (n = 360,000); inhibition, % at 7.35 µM; in the data active = inhibition above about 5%, passing the limit was not always enough
NadD inh: NadD (S. aureus) enzyme inhibition | purified NadD enzyme, colorimetric absorbance read-out | inhibition, % at 20 µM | actives 0.78% (n = 360,000) | AID 602399; in the data active = inhibition above about 26%; note: some compounds past the cut are filed as inactive
Neddylation inh: cullin neddylation inhibition | AID 651699 | TR-FRET cullin neddylation, biochemical | calls only at 25 µM | actives 0.58% (n = 360,000); in the data active = inhibition above about 36%
* = called active by the depositor; i = inactive; nt = not tested or not shown; + = active, no number.

| canonical_smiles | Rpn11 inh | SUMO1 PPI mod | STEP inh | LMPTP block | DNMT1 inh | CSN inh | NadD inh | Rin1 Abl inh | Neddylation inh | Scp1 inh |
| --- | --- | --- | --- | --- | --- | --- | --- | --- | --- | --- |
| CSc1nc2nccc(-c3ccc(Cl)cc3)n2n1 | + | 1 | 5 | 25 | 10 | 12 | 0 | -1 | i | 84* |
| CC(OC(=O)/C=C/c1cccc(C(F)(F)F)c1)C(=O)NC1CCCCC1C (stereo not given) | i | 0 | -1 | -1.8 | 19 | -2 | -1 | 1 | i | -5 |
| Cc1cc(NC(=O)CSCC(=O)N(C)Cc2cccc(Cl)c2)no1 | i | -83 | 0 | -8.9 | -7 | -2 | 2 | 1 | i | -9 |
| Cc1cccc(C2c3[nH]c4ccccc4c3CCN2Cc2cccn2-c2ncccn2)c1 (stereo not given) | i | -7 | 3 | 0.9 | -6 | 3 | 17 | -7 | i | 9 |
| CC(C)N1C(=O)c2ccccc2NC(=O)C1C(=O)NC1CC1 (stereo not given) | nt | 10 | nt | -0.9 | nt | -3 | nt | nt | i | nt |
| O=C(COc1ccc(S(=O)(=O)N2CCOCC2)cc1)Nc1ccc(Br)cc1 | i | 0 | -3 | 0.5 | -6 | -4 | -5 | -1 | i | -2 |
| O=C(Nc1ccc(S(=O)(=O)NC2=NCCCCC2)cc1)c1cc(F)c(F)cc1Cl | i | 2 | -1 | 0.8 | 0 | 0 | -2 | 1 | i | -4 |
| O=C(CCC(=O)Nc1ccccc1Cl)NNC(=O)NC1CCCCC1 | i | 1 | -1 | -1.4 | -2 | 2 | -5 | -3 | i | -3 |
| Cc1ccc(NS(=O)(=O)c2cccc(C(=O)NCC(c3ccco3)N3CCCCC3)c2)cc1 (stereo not given) | i | -2 | 1 | 0.5 | -1 | 1 | -3 | 0 | i | -5 |
| CC(=O)Nc1ccc(NC(=O)COC(=O)c2cnccn2)cc1 | i | -1 | -1 | 0.2 | -5 | 2 | 0 | 0 | i | 0 |
| O=C(CSc1ccc2nnc(-c3ccccn3)n2n1)Nc1ccccc1 | i | 10 | -2 | -0.4 | 0 | 1 | -1 | -1 | i | 2 |
| COC(=O)[C@H]1C[C@H](OC(=O)NCc2ccccc2F)[C@@]2(O)CN(S(=O)(=O)c3ccc(C)cc3)CC2[C@H]1C(=O)OC (stereo not given in full) | i | -6 | -1 | -0.6 | 4 | -1 | -6 | -1 | i | nt |
| COc1ccc(-c2ccc(F)cc2)cc1[C@H]1[C@H]2C=CC[C@@H](C)[C@@H]2C(=O)N1Cc1ccccc1 | i | 3 | 4 | 10 | 5 | -2 | 8 | 4 | i | -8 |
| Cc1nc(NCc2ccco2)c2oc3ccccc3c2n1 | i | 2 | -1 | 0.7 | 6 | 0 | -4 | 0 | i | -12 |
| CSCc1ccc(C(=O)Nc2ccc(C(N)=O)cc2)cc1 | i | -1 | -1 | 0.9 | 1 | 3 | -3 | 1 | i | -11 |
| S=c1[nH]nc(-c2ccccn2)n1/N=C/c1ccc(-c2ccccc2Cl)o1 | i | -4 | 15 | 19 | 3 | 9 | 22 | -11 | i | 0 |
| CCc1noc(C)c1C(=O)N1CCCC(N2CCN(c3ccc(F)cc3)CC2)C1 (stereo not given) | i | -2 | -2 | -1.0 | 6 | 0 | -5 | 1 | i | 0 |
| C=CCn1c(SCC(=O)NCc2ccc3c(c2)OCO3)nnc1C1COc2ccccc2O1 (stereo not given) | i | 3 | 0 | -0.3 | 1 | -1 | -1 | -6 | i | -5 |
| O=c1ccc2nc3ccccc3sc-2c1 | i | -10 | -3 | 2.8 | -35 | 4 | 5 | 4 | i | nt |
| COc1ccccc1NS(=O)(=O)c1ccc(NC(C)=O)cc1 | i | 2 | 3 | -1.3 | 1 | 0 | -4 | 0 | i | -10 |
| Cc1cc(C)c2[nH]c(C(=O)Nc3ccc4c(c3)OCO4)cc2c1 | i | -3 | 0 | 3.5 | -10 | -2 | 3 | -2 | i | -11 |
| Cc1nnc(SCC(=O)Nc2ccc3c(c2)OCO3)o1 | i | 2 | 2 | -1.1 | -1 | 2 | 0 | 1 | i | -7 |
| CCOC(=O)CSc1nnc(N)s1 | i | 1 | -4 | -3.3 | 2 | -3 | -5 | 0 | i | -15 |
| Cc1ccc(C)c(OCc2cc(C(=O)N3CCN(c4cnccn4)CC3)no2)c1 | i | 5 | 2 | -0.3 | -8 | -3 | -3 | 3 | i | -3 |
| CCOC(=O)C1=C(COC(=O)C2CC(=O)N(c3ccccc3F)C2)NC(=O)NC1C (stereo not given) | i | 4 | -1 | -0.3 | 4 | -1 | 3 | 0 | i | 5 |
| Cn1c(=S)n(/N=C/c2cccs2)c2ccccc21 | i | -23 | 2 | 1.6 | 2 | 2 | -2 | 2 | i | -7 |
| CC(C)NC(=O)CN(Cc1ccc2c(c1)OCO2)C(=O)CCC(=O)Nc1ccccn1 | i | 7 | 2 | 0.5 | 0 | -2 | 2 | -1 | i | -2 |
| COc1cccc(C(=O)NCC(=O)n2nc(C)cc2C)c1 | i | 3 | -1 | 0.1 | 0 | -5 | 2 | -1 | i | 6 |
| CCC1CCCCN1S(=O)(=O)c1ccc(NC(=O)c2ccncc2)cc1 (stereo not given) | i | -2 | 1 | 1.4 | 1 | 1 | -5 | -1 | i | -10 |
| C=CCNC(=O)CSCc1ccc(Br)cc1 | i | 2 | 1 | -0.4 | -1 | 9 | -5 | 1 | i | -1 |
| COc1ccc(NC(=O)CSc2nnc(-c3cccnc3)s2)cc1 | i | -2 | 2 | -1.2 | 0 | 4 | -1 | 0 | i | -2 |
| O=C(CN1C(=O)c2cccc3cccc1c23)NC1CCCCC1 | i | -6 | -1 | -0.3 | -1 | 3 | 1 | -3 | i | 4 |

Ordered by the number under DNMT1 inh (lowest first): three of the compounds above.
| structure | Rpn11 inh | SUMO1 PPI mod | LMPTP block | DNMT1 inh | CSN inh | NadD inh | Rin1 Abl inh | Neddylation inh | Scp1 inh |
| --- | --- | --- | --- | --- | --- | --- | --- | --- | --- |
| O=C(CN1C(=O)c2cccc3cccc1c23)NC1CCCCC1 | i | -6 | -0.3 | -1 | 3 | 1 | -3 | i | 4 |
| CC(C)NC(=O)CN(Cc1ccc2c(c1)OCO2)C(=O)CCC(=O)Nc1ccccn1 | i | 7 | 0.5 | 0 | -2 | 2 | -1 | i | -2 |
| CCOC(=O)C1=C(COC(=O)C2CC(=O)N(c3ccccc3F)C2)NC(=O)NC1C (stereo not given) | i | 4 | -0.3 | 4 | -1 | 3 | 0 | i | 5 |

Remaining list, next part:
| canonical_smiles | Rpn11 inh | SUMO1 PPI mod | STEP inh | LMPTP block | DNMT1 inh | CSN inh | NadD inh | Rin1 Abl inh | Neddylation inh | Scp1 inh |
| --- | --- | --- | --- | --- | --- | --- | --- | --- | --- | --- |
| CC1(C(=O)Nc2cccnc2)Cc2c(-c3ccccc3)ccnc2O1 (stereo not given) | i | 0 | 0 | -1.2 | -3 | -1 | -4 | -3 | i | nt |
| CC(C(=O)N1CCc2ccccc21)N(C)CC(=O)Nc1ccccc1Cl (stereo not given) | i | 0 | 1 | 0.4 | 1 | 1 | -2 | 4 | i | -5 |
| Cc1cc(C(=O)COC(=O)c2ccc(O)cc2)c(C)n1CC1COc2ccccc2O1 (stereo not given) | i | 3 | -2 | 2.7 | -29 | -4 | 21 | -2 | i | -5 |
| N#C/C(=N\Nc1ccc(F)cc1)C(=O)C1CC1 | i | -5 | -3 | -1.0 | 2 | 4 | -1 | -2 | i | 5 |
| CCOc1ccc(-c2noc(CCC(=O)O)n2)cc1 | i | 4 | -1 | -1.8 | 1 | -3 | -5 | -3 | i | -8 |
| CCN(CC(=O)Nc1c(F)cccc1F)C(=O)Cn1[nH]c(=O)c2ccccc2c1=O | i | -1 | 2 | -0.8 | -1 | 2 | 1 | 2 | i | -2 |
| Cc1cccc(CSc2nnc(NC(=O)CSc3nnc(C)s3)s2)c1 | i | 5 | -1 | 0.5 | 1 | 0 | 7 | 0 | i | 4 |
| Cc1ccc(CNC(=O)CCCn2nc(C)c3c(C)n(-c4ccccc4)nc3c2=O)cc1 | i | 1 | -4 | 0.0 | -3 | -2 | 4 | 3 | i | 1 |
| Cc1ccc(Cn2c(C)cc3c(c2=O)C(c2cccs2)C(C#N)=C(N)O3)cc1 (stereo not given) | i | 0 | 0 | 1.5 | 13 | 7 | 9 | 0 | i | 3 |
| COc1ccc(C(=O)NNC(=O)CCn2nnc(-c3ccc(C)cc3)n2)cc1OC | i | 0 | -3 | -1.0 | 1 | -7 | 2 | 0 | i | -1 |
| CC1=CC(C)(C)N(S(=O)(=O)c2ccc(F)cc2)c2ccc(C)cc21 | i | 10 | 4 | 3.0 | 0 | -5 | -4 | -3 | i | -10 |
| CN1c2ccccc2C(=O)/C(=C\Nc2ncccn2)S1(=O)=O | i | -9 | 6 | -0.8 | -7 | 0 | -5 | 0 | i | -3 |
| OC(c1cccnc1)c1nc(/C=C/c2ccc(C(F)(F)F)cc2)cs1 (stereo not given) | i | 4 | -2 | 2.8 | 9 | 5 | -1 | -1 | i | nt |
| COc1cc(C=NNC(=O)C(=O)Nc2cccc(Cl)c2)cc(OC)c1O | i | -13 | -1 | -0.2 | 24 | 1 | 2 | -4 | i | nt |
| Cc1ccccc1C(=O)NCC(=O)N1CCN(C/C=C/c2ccccc2)CC1 | i | -5 | -2 | -1.4 | 4 | 0 | -3 | 2 | i | -2 |
| COCCn1ccc2c(OCC(=O)Nc3ccccc3OC)cccc2c1=O | i | 10 | -1 | 0.2 | 1 | 0 | -7 | 1 | i | -3 |
| CC(OC(=O)c1ccncc1)C(=O)Nc1cc(S(=O)(=O)N2CCCCC2)ccc1Cl (stereo not given) | i | 1 | 0 | 0.1 | 6 | 6 | 4 | -1 | i | -1 |
| C(=Cc1cnnc2ccccc12)c1ccccc1 | i | -36 | 1 | 0.5 | 0 | -1 | -2 | -2 | i | 1 |
| COc1cc(OC)cc(OCC(O)Cn2cnc3cc(C)c(C)cc32)c1 (stereo not given) | i | 2 | -4 | -0.1 | -3 | -2 | -1 | -2 | i | -10 |
| CCOC(=O)NC(=O)c1cn(CCN(C)C)c(=O)[nH]c1=O | i | 1 | -1 | -3.6 | 3 | 0 | 1 | 3 | i | -5 |
| Cc1ccc(Oc2ccc(C(=O)NC3CCSC3=O)cn2)cc1 (stereo not given) | i | 3 | -2 | -1.6 | 3 | 1 | -5 | 1 | i | 2 |
| CCCCc1nc(Cl)c(CO)n1Cc1ccc(-c2ccccc2-c2nn[nH]n2)cc1 | i | 5 | 0 | -0.5 | 0 | -1 | -1 | 1 | i | -6 |
| O=[N+]([O-])c1ccc(N/N=C\c2ccccc2OCc2ccccc2)cc1 | i | -22 | -2 | 4.6 | -5 | 16 | 1 | 1 | i | -3 |

Shown as a hit in Scp1 inh, of those listed so far:
| molecule | Rpn11 inh | SUMO1 PPI mod | LMPTP block | DNMT1 inh | CSN inh | NadD inh | Rin1 Abl inh | Neddylation inh | Scp1 inh |
| --- | --- | --- | --- | --- | --- | --- | --- | --- | --- |
| CSc1nc2nccc(-c3ccc(Cl)cc3)n2n1 | + | 1 | 25 | 10 | 12 | 0 | -1 | i | 84* |
